TRPV1 ag: HTS Assay for Compounds that Act as Agonists of the Vanilloid Receptor 1 | TRPV1-expressing cells, Fluo-8 calcium influx, agonist mode | AID 540275, 2011 | 320,000 tested, 0.19% active | Transient receptor potential cation channel subfamily V member 1 (Homo sapiens), Q8NER1 | activation, % at 8.33 µM; in the data active = activation above about 80%; inconclusive = between about 30% and that limit; note: 0% is about no effect
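Fluo-8 calcium influx in TRPV1-expressing cells, kinetic read (ex 480/em 520 nm). Compound added and read 3 min for agonist activity, followed by capsaicin at EC20 final and 2 min further read for enhancement.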
Gal4-VP16 FLuc: VP16 counterscreen qHTS for inhibitors of ROR gamma transcriptional activity; Drosophila S2 Gal4-VP16 UAS-luciferase, luminescence, 20 h; Potency, µM (series often up to 53.6 µM), inactives show at the highest dose activity, negative = inhibition, usual class: inhibitors; 310,000 tested, 3.5% active; AID 2546, 2010;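 note: Gal4-VP16 expression switched on by copper sulfate through the metallothionein promoter; potency is the fitted concentration of half-maximal effect; % is set by controls: 0 for no effect and ±100 for the full control effect; nearly all actives have a fitted effect of over 50% in size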
Rab9 promoter act: qHTS Assay for Rab9 Promoter Activators; Potency, µM (top dose mostly 9.22 µM), without a hit: at the top dose activation, negative = inhibition, most hits filed as activators; AID 485297, 2010; Huh7 Rab9 promoter-luciferase reporter, luminescence, 24 h; 320,000 tested, 2.8% active; note: potency is the fitted concentration of half-maximal effect; % of control where 0% means no effect; nearly all actives have a fitted effect of over 60% in size
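Luciferase signal after 10 min detection reagent at ambient indicates Rab9 promoter upregulation; stably transfected Huh7 cells were treated 24 h with compound in DMSO at 37 °C, 5% CO2.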
RORg inh: qHTS for inhibitors of ROR gamma transcriptional activity. Nuclear receptor ROR-gamma (Mus musculus), P51450. Drosophila S2 Gal4-RORgamma UAS-luciferase reporter, 20 h. Potency, µM (highest dose often 53.6 µM), for the others: at the highest dose activity change, negative = inhibition, hits mostly inhibitors. 310,000 tested, 5.4% active. AID 2551, 2010; note: potency is the fitted concentration of half-maximal effect; % is set by controls: 0 for no effect and ±100 for the full control effect; nearly all actives have a fitted effect of over 60% in size
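Stably transfected Drosophila Schneider cells are the test system, with ROR gamma fused to Gal4 and luciferase under UAS control; luminescence is read after 20 hr of 700 uM copper sulfate induction at ambient temperature.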
ELG1 genotoxic: qHTS screen for small molecules that induce genotoxicity in human embryonic kidney (HEK293T) cells expressing luciferase-tagged ELG1; AID 504466, 2011; HEK293T ELG1-luciferase reporter, luminescence, 16 h; Potency, µM (highest dose often 46 µM), without a hit: top-dose activity change, positive = activation, most hits filed as activators; 330,000 tested, 1.3% active; note: potency is the fitted concentration of half-maximal effect; % of control where 0% means no effect; nearly all actives have a fitted effect of over 60% in size
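Genotoxicity was scored as increased ELG1-luciferase reporter signal, measured by ONE-Glo luminescence (30 min, room temperature). Compound or vehicle exposure of the HEK293T reporter cells lasted 16 hr at 37°C.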
FLuc modulator: qHTS profiling assay for firefly luciferase inhibitor/activator using purifed enzyme and Km concentrations of substrates (counterscreen for miR-21 project). 360,000 tested, 6.9% active. purified FLuc, Km substrates, luminescence inhibition. AID 588342, 2011. Potency, µM (series often up to 57.5 µM), for the others: top-dose activity change, negative = inhibition, hits mostly inhibitors. Luciferin 4-monooxygenase (Photinus pyralis), P08659;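 note: potency is the fitted concentration of half-maximal effect; plate controls were vehicle for no effect and reference inhibitor for full effect; nearly all actives have a fitted effect of over 55% in size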
Target sequence (P08659 whole entry, looked up): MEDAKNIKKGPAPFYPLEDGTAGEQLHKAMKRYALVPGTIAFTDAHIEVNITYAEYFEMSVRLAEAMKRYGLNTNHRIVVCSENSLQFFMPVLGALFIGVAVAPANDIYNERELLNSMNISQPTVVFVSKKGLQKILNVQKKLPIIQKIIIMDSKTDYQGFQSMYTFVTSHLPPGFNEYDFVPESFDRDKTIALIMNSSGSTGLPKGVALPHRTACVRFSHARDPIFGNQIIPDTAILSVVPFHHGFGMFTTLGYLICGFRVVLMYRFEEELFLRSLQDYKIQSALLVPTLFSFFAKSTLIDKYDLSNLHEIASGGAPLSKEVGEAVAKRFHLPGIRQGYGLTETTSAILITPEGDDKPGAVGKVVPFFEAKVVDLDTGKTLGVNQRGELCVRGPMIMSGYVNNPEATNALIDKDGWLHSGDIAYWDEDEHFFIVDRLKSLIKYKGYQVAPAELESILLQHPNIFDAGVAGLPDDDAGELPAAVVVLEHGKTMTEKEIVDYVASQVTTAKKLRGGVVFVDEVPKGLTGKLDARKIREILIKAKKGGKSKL
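Biochemical qHTS of compounds, final roughly 60 µM downward over six points, against 10 nM purified firefly luciferase using Km concentrations of substrates (10 uM D-luciferin, 10 uM ATP) in Tris acetate pH 7.5 buffer; luminescence output.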
NPC1 prom act: qHTS Assay for NPC1 Promoter Activators; Huh7 NPC1 promoter luciferase reporter, 24 h; 320,000 tested, 2.4% active; Potency, µM (doses to about 9.22 µM), for inactives: top-dose activation, actives largely listed as activators; AID 485313, 2010;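 note: potency is the fitted concentration of half-maximal effect; % of control where 0% means no effect; nearly all actives have a fitted effect of over 60% in size; reporter is driven by a mutant NPC1 promoter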
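Stable NPC1-promoter luciferase Huh7 line; cpd (DMSO) 24 h, 37 °C, 5% CO2; Amplite luciferase reagent 10 min RT; luminescence readout. qHTS format.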
ELG1 repair inh: qHTS screen for small molecules that inhibit ELG1-dependent DNA repair in human embryonic kidney (HEK293T) cells expressing luciferase-tagged ELG1. Potency, µM (doses to about 46.1 µM), for inactives: at the highest dose activity change, negative = inhibition, hits mostly inhibitors. HEK293T ELG1-luciferase reporter, luminescence, 16 h; DNA damage induced by 5-fluorouridine. 330,000 tested, 2.3% active. AID 504467, 2011; note: potency is the fitted concentration of half-maximal effect; % is set by controls: 0 for no effect and ±100 for the full control effect; nearly all actives have a fitted effect of over 55% in size
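Reporter activity after DNA damage by 5-fluorouridine is monitored. Compound-treated cells incubate 16 hr at 37 °C, then ONE-Glo is added for 30 min before luminescence reading.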
BRCA1 expr act: qHTS Assay to Identify Small Molecule Activators of BRCA1 Expression; MCF7-BRCA1-FFLuc reporter, luminescence, 48 h; response scale: scaled: vehicle 0%, 10 µM genistein 100%; Potency, µM (titrated, usually from 46.1 µM), for inactives: at the highest dose activation, actives largely listed as activators; 380,000 tested, 1.1% active; note: potency is the fitted concentration of half-maximal effect; nearly all actives have a fitted effect of over 80% in size; some results filed as inactive show a strong effect at the top dose
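Using MCF7 cells harboring a BRCA1 firefly luciferase reporter, plated 2 h before compound pinning, the screen measured luminescence after 48 h incubation. Responses were normalized to DMSO and 10 microM genistein, then fitted for concentration-effect.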
Tb PFK inh: qHTS Assay to Find Inhibitors of T. brucei phosphofructokinase. 330,000 tested, 0.17% active. AID 485367, 2010. T. brucei PFK, ADP-Glo luminescence. Potency, µM (highest dose often 57.5 µM), inactives show at the top dose activity, negative = inhibition, hits mostly inhibitors. ATP-dependent 6-phosphofructokinase (Trypanosoma brucei brucei), O15648;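 note: potency is the fitted concentration of half-maximal effect; 0% = uninhibited 1x PFK enzyme wells and -100% = no-enzyme wells; nearly all actives have a fitted effect of over 60% in size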
Target sequence (O15648 whole entry, looked up): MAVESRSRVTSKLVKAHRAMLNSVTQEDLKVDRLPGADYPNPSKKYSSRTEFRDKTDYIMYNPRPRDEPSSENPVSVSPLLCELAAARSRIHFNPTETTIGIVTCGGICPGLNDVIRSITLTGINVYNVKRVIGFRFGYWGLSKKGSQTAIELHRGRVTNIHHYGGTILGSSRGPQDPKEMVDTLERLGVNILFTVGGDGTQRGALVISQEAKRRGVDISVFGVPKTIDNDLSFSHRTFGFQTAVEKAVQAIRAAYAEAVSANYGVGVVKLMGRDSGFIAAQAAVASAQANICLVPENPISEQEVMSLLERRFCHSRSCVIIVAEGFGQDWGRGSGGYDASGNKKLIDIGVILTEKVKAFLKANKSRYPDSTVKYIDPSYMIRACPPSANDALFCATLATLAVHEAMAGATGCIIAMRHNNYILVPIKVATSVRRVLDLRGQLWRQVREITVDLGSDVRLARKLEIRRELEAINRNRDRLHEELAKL
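1.25 nM PFK with 0.5 mM F6P and 0.1 mM ATP in 0.1 M TEA pH 8.0, 5 mM MgCl2, incubated 45 min at room temperature; ADP measured by ADP-Glo luminescence; compounds titrated up to 57 uM.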
p53 reactivation: qHTS assay for re-activators of p53 using a Luc reporter; H1299 p53-A138V BP100-luciferase reporter, luminescence, 24 h; Potency, µM (titrated, usually from 92.2 µM), for inactives: at the top dose activity change, positive = activation, usual class: activators; 320,000 tested, 0.063% active; AID 504706, 2011; note: potency is the fitted concentration of half-maximal effect; % of control where 0% means no effect; nearly all actives have a fitted effect of over 45% in size
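H1299 (p53-null), stable ts p53-A138V + BP100-Luc; 1000 cells/well, Opti-MEM/10% FBS; cpd 4 pt, 1:5; 24 h, 37 deg C, 5% CO2; detection reagent 10 min RT; luminescence.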
An asterisk follows results filed as active; ? = inconclusive; / = no result given; [ ] = dose if it differs, or a comment. Unless noted, calls come from the whole dose curve; as a rule, active = well fitted curve in the direction sought with a large enough effect; inconclusive = small, poorly fitted or top-dose-only effect, or another doubt; inactive = no such curve, though single readings can be large; an effect the other way counts as inactive or inconclusive.

compound	TRPV1 ag	NPC1 prom act	BRCA1 expr act	ELG1 repair inh	Gal4-VP16 FLuc	ELG1 genotoxic	Rab9 promoter act	FLuc modulator	RORg inh	p53 reactivation	Tb PFK inh
Cc1ccc(C(=O)Nc2ccc(S(=O)(=O)N3CCOCC3)cc2)cc1	?	-3%	0%	-28%	5%	-3%	-8%	-14%	21%	-6%	0%
COc1ccc(NC2=C(c3ccc(OC)cc3)C(=O)c3ccccc32)cc1	?	6%	-40%	-6%	?	5%	12%	-2%	-34%	-5%	0%
COc1ccc(Nc2oc(COc3cccc(C)c3)nc2C#N)cc1	3	?	-26%	?	?	16µM*	?	5.4µM*	0%	?	-6%
CCN(C(=O)CSc1nnc2c3ccccc3n(CC)c2n1)C1CCS(=O)(=O)C1 (centres undefined)	5	-4%	-11%	?	-4%	0%	8%	-19%	12%	3%	0%
Cc1cc(C)c(C(=O)N2CCCC(N3CCN(c4ccc(F)cc4)CC3)C2)o1 (centres undefined)	7	-3%	-6%	-29%	-9%	-10%	0%	2%	6%	-1%	1%
CN(CCOC(=O)/C=C/c1ccccc1)C(C)(C)C	6	3%	-15%	?	-9%	-1%	2%	-9%	-6%	6%	1%
Cc1ccccc1OCC(=O)OCC(=O)Nc1ccc(S(N)(=O)=O)cc1	0	0%	17%	-5%	5%	0%	2%	2%	-3%	4%	1%
O=C(NCc1nc2ccccc2[nH]1)C1=C[C@@H](c2csc3ccccc23)C[C@@H](OCc2ccc(CO)cc2)O1	2	-2%	-52%	?	19%	-11%	2%	-1%	-12%	-4%	-2%
CN(C)C(=O)CSc1nnc(C23CC4CC(CC(C4)C2)C3)o1	?	?	10µM*	?	12%	9.2µM*	3.2µM*	?	?	?	-2%
COC1=CC(=Cc2c(N)n3nc(CC(=O)N4CCCCC4)sc3nc2=O)C=C(OC)C1=O	?	-3%	0%	14%	-1%	0%	-2%	-3%	-11%	7%	-1%
COc1ccc(NC(=O)COC(=O)CCCOc2ccc(Cl)cc2Cl)cc1Cl	16	-3%	-3%	?	-3%	8%	2%	15µM*	10%	7%	0%
O=C(Nc1nccs1)C1C2CC3OC(=O)C1C3C2 (centres undefined)	-1	-2%	-30%	20%	3%	0%	0%	-2%	4%	-3%	-6%
COC(=O)c1ccccc1NC(=O)CN1CCC(C(=O)c2ccc3c(c2)OCCO3)CC1	-1	-4%	-50%	?	?	-11%	-2%	-19%	26%	-4%	1%
CNC(=O)C(C)c1ncc(C(F)(F)F)cc1Cl (centres undefined)	6	0%	-9%	17%	-4%	2%	-4%	-2%	10%	5%	-5%
COc1cccc(NC(=O)CN(C)C(=O)c2cc(C)oc2C)c1	2	-2%	-13%	2%	/	1%	-1%	4%	/	3%	-5%
COc1cc(OC)c(CNC2CCCCCC2)cc1Br	1	-3%	-21%	-7%	-10%	-13%	-1%	0%	25%	-1%	-2%
Cc1cccc(CSCCNC(=O)c2ccc(CN3CCOCC3)cc2)c1	?	0%	-18%	?	-7%	-2%	-2%	-3%	?	-2%	-2%
CCOC(=O)C1=CN(Cc2ccco2)S(=O)(=O)N(CC)C1c1ccc(F)c(Cl)c1 (centres undefined)	/	/	-16%	1%	/	-4%	/	/	/	-10%	3%
Cc1c(Cl)sn(-c2ccc(Cl)cc2)c1=O	10	-24%	-85%	?	2.8µM*	1%	-39%[inhibitor]	8.5µM*	1.6µM*	-7%	6.7µM*
CC1(c2ccccc2)CC(C)(C)n2c(O)c(C3=NC(=S)NC3=O)c3cccc1c32 (centres undefined)	0	-6%	-10%	3%	1%	-2%	2%	-3%	-31%	-5%	5%
O=c1c(Cc2c(F)cccc2Cl)c(O)ccn1CCc1ccccn1	1	-2%	5%	1%	-17%	0%	-1%	0%	-4%	7%	-5%
O=C(c1ccccc1NS(=O)(=O)c1cccs1)N1CCCC1	0	1%	-22%	-8%	-7%	-3%	7%	9%	8%	-9%	0%
CC(NCC(=O)Nc1ccccc1C(=O)NC1CC1)c1cccc(C(F)(F)F)c1 (centres undefined)	?	1%	-31%	?	/	-3%	-3%	-1%	/	-9%	0%
O=C1N=C(N2CCN(c3ccccc3)CC2)S/C1=C\c1cn[nH]c1-c1ccccc1	-3	-1%	-33%	4.6µM*	-29%	-12%	2%	-7%	5%	1%	0%
CCCNC(=O)c1onc(CS(=O)(=O)c2cc(C)cc(C)c2)c1C(=O)NCCC	/	/	0%	-11%	/	-1%	/	/	/	0%	-1%
OC(CNC1CCCCCC1)COc1cccc2ccccc12 (centres undefined)	2	-1%	-64%	5%	-6%	-8%	-10%	-1%	-17%	-9%	3%
CCS(=O)(=O)c1ccc2oc(SCC(=O)NC34CC5CC(CC(C5)C3)C4)nc2c1	?	1%	-2%	0%	-8%	-17%	27%	-11%	20%	2%	-3%
CCOc1ccc(C(=O)OCC(=O)Nc2ccc(SC(F)F)cc2)cc1OCC	4	-3%	5%	0%	6%	2%	-3%	3%	7%	3%	0%
COc1ccc(C(=O)C[n+]2ccccc2C)cc1	2	-3%	-9%	11%	-10%	0%	1%	8%	22%	-2%	-1%
COc1ccc(S(=O)(=O)Nc2ccc(-n3cnnn3)cc2)cc1Br	8	-3%	-8%	-8%	/	-1%	-1%	7%	/	-1%	0%
CCN1CCN(C(c2cccs2)C(C)NC(=O)CC(C)C)CC1 (centres undefined)	10	-5%	3%	10%	2%	5%	-4%	4%	-5%	3%	9%
N/C(=N\c1nc2ccccc2o1)NC(=O)c1cccc(Br)c1	0	4%	8%	19%	-2%	3%	-7%	1%	-25%	0%	-14%
CC(=O)C1=C(O)C(=O)N(CCc2c[nH]c3ccccc23)C1c1ccco1 (centres undefined)	-3	-1%	0%	0%	-1%	2%	0%	-3%	-8%	6%	-8%
CCOc1ccc2[nH]c3c(N4CCN(C(=O)c5ccco5)CC4)ncnc3c2c1	/	-1%	-50%	-11%	-6%	-9%	-4%	?	-7%	-4%	1%
COC(=O)COc1ccc(S(=O)(=O)NCc2cccnc2)cc1C	2	-2%	-5%	0%	0%	0%	-10%	-2%	-9%	-4%	-3%
COc1ccc(-c2nc(CS(=O)CC(=O)NCc3ccco3)c(C)o2)cc1OC (centres undefined)	/	5%	-1%	-7%	5%	3%	-4%	2%	17%	6%	-1%
Cc1cc(C(F)(F)F)n2ncc(-c3ccccc3)c2n1	4	2%	0%	?	/	15%	-5%	3%	-12%[0.365 µM]	-1%	-9%
Cc1cc(S(=O)(=O)Nc2ccc3c(c2)n(C)c(=O)n3C)ccc1F	5	-5%	-54%	16%	-23%	?	-5%	2%	15%	-2%	-1%
Cc1cc(=O)[nH]c(N2CCN(C(c3ccccc3)c3ccccc3)CC2)n1	?	-1%	45%	-15%	?	-10%	1%	1%[2.3 µM]	34%	-7%	-11%
O=C1COc2ccc(C(=O)COC(=O)Cc3ccc(Cl)cc3)cc2N1	0	-5%	-19%	-9%	16%	0%	8%	-2%	5%	-1%	1%
O=[N+]([O-])c1ccccc1OCC(O)CN1CCN(CC(O)COc2ccccc2[N+](=O)[O-])CC1 (centres undefined)	12	10%	-20%	?	-2%	-2%	3%	-5%	22%	-1%	4%
NCCCn1c(C(=O)c2ccc(Cl)cc2)c2ccc([N+](=O)[O-])cc2[n+]1[O-]	2	1%	-75%	-12%	/	13%	3%	-13%	/	27%	18%

An excerpt taken from the entries so far, as a working copy:
compound	TRPV1 ag	NPC1 prom act	BRCA1 expr act	ELG1 repair inh	Gal4-VP16 FLuc	ELG1 genotoxic	Rab9 promoter act	FLuc modulator	RORg inh	p53 reactivation	Tb PFK inh
CC(=O)C1=C(O)C(=O)N(CCc2c[nH]c3ccccc23)C1c1ccco1 (centres undefined)	-3	-1%	0%	0%	-1%	2%	0%	-3%	-8%	6%	-8%
CCOc1ccc2[nH]c3c(N4CCN(C(=O)c5ccco5)CC4)ncnc3c2c1	/	-1%	-50%	-11%	-6%	-9%	-4%	?	-7%	-4%	1%

Screening results as filed in PubChem.
